SUMO1 PPI mod = modulators of SUMO1 protein-protein interactions, primary screen, biochemical, uHTS; Small ubiquitin-related modifier 1 (Homo sapiens), P63165; SUMO1 binding to a labelled peptide, TR-FRET, 1 h; inhibition, % at 20 µM; hit rate 0.33% among 360,000; AID 602429, 2012; in the data active = inhibition above about 37%
eLon inh = inhibitors of E. coli Lon protease, primary screen, biochemical, fluorescence polarization. purified E. coli Lon protease. hit rate 0.42% among 360,000. inhibition, % at 7.94 µM. P0A9M0. AID 602123, 2011; in the data active = inhibition above about 13%, passing the limit was not always enough;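 note: 0% = enzyme with probe and DMSO and 100% = no enzyme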
STEP block = STEP phosphatase inhibitors, primary screen, biochemical, fluorescence intensity, uHTS; hit rate 0.25% among 360,000; Tyrosine-protein phosphatase non-receptor type 5 (Homo sapiens), P54829; recombinant STEP, OMFP fluorogenic substrate; AID 588621, 2011; inhibition, % at 20 µM;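 active = inhibition at 20 µM, scaled per plate between control wells, above about 37%, limit read from the data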;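 note: 0% = DMSO with enzyme and substrate and 100% = substrate only without enzyme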
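Test system: STEP tyrosine phosphatase / Reagent: OMFP at 25 µM / Doses: 20 µM, 1% DMSO / Read-out: percent inhibition scaled to no-enzyme and uninhibited-enzyme controls, plate-pattern corrected / Detection: FITC-channel fluorescence of OMFP product / Medium: Bis-Tris buffer pH 6.0, 2.5 mM DTT, 0.005% Tween 20 / Schedule: 20 min at room temperature, dark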
NRP1-CendR mod = modulators of CendR peptide binding to NRP-1, primary screen, biochemical, fluorescence polarization, uHTS. hit rate 0.85% among 360,000. inhibition, % at 25 µM. Neuropilin-1 (Homo sapiens), O14786. FAM-RPARPAR peptide binding to NRP-1;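 active = inhibition or corrected inhibition above about 18%, plus a signal ratio from 0.5 to 1.5, limit read from the data, passing the limit was not always enough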; note: strong numbers were not always called active
Target sequence (O14786 whole entry, looked up): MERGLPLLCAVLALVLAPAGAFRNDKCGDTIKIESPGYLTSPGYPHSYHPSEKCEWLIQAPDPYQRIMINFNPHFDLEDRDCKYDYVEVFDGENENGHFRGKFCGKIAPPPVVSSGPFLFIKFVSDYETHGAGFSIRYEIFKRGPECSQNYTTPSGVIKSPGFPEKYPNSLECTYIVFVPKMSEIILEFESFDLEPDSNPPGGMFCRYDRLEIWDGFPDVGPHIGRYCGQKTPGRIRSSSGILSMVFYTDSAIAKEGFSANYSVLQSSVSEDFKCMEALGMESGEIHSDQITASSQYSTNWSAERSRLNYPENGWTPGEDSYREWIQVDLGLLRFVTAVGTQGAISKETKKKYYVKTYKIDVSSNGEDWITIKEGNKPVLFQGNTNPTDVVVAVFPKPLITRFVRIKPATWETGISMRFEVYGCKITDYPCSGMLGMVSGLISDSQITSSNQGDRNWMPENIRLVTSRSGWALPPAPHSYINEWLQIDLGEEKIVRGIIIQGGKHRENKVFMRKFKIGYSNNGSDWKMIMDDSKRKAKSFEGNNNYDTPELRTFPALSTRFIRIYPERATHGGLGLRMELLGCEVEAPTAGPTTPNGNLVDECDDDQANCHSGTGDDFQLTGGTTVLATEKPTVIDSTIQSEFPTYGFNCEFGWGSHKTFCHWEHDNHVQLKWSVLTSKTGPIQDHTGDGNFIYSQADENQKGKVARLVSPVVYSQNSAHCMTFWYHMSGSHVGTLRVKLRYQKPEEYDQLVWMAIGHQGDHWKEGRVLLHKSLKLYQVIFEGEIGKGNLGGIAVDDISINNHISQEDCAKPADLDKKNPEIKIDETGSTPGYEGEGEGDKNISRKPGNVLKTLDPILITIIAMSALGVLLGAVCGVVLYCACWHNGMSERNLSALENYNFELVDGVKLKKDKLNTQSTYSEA
TbMetRS inhib = T. brucei MetRS inhibitors, primary screen, biochemical, luminescence; hit rate 0.4% among 360,000; methionyl-tRNA synthetase (Trypanosoma brucei brucei); inhibition, % at 11.9 µM; purified T. brucei MetRS, ATP depletion, Kinase-Glo luminescence;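 active = inhibition above a per-plate cutoff of the control wells' mean inhibition plus 3 SD, cut at about 5.5% in these data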;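 note: 0% = DMSO wells median and 100% = median of wells with control inhibitor compound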
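Measured by: Kinase-Glo luciferase luminescence reporting remaining unconsumed ATP. Material: purified T. brucei MetRS enzyme. Doses: 11.9 µM compound single dose, 0.9% DMSO. Medium: HEPES buffer containing pyrophosphatase, BSA, spermine, DTT. Times: 15 min preincubation, 2 h reaction, all 25 °C. Reagent: methionine, ATP and bulk E. coli tRNA.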
MsrA inh = bovine MsrA enzyme inhibitors, primary screen, biochemical, absorbance, HTS | AID 651718, 2012 | purified bovine MsrA, absorbance read-out | Methionine sulfoxide reductase A (Bos taurus) | hit rate 0.75% among 360,000 | inhibition, % at 15.5 µM; in the data active = inhibition above about 4.5%;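 note: 0% = vehicle wells with enzyme and 100% = reference inhibitor wells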
LMPTP inh = LMPTP phosphatase inhibitors, primary screen, biochemical, fluorescence intensity, uHTS; hit rate 0.22% among 360,000; Low molecular weight phosphotyrosine protein phosphatase (Homo sapiens), P24666; recombinant LMPTP-A, OMFP fluorogenic substrate; inhibition, % at 20 µM;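 active = compounds that cut the enzyme signal by at least half of the control window in the single-dose screen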;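 note: plate controls were DMSO wells with enzyme plus substrate for no effect and substrate without enzyme for full effect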
Target sequence (P24666 whole entry, looked up): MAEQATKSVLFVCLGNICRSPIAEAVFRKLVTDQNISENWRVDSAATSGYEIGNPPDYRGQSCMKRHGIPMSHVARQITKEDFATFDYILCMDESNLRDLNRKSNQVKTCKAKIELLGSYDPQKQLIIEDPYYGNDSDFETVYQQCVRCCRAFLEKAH
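Assay system: LMPTP-A, protein tyrosine phosphatase of low molecular weight / Medium: pH 6.0 Bis-Tris buffer with DTT and Triton X-100 / Schedule: 50 min enzyme reaction at room temperature, protected from light / Measured by: endpoint fluorescence intensity from OMFP dephosphorylation / Read-out basis: % inhibition relative to no-enzyme and uninhibited control wells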
Scp1 inh = Scp-1 phosphatase inhibitors, primary screen, biochemical, colorimetric, uHTS. Carboxy-terminal domain RNA polymerase II polypeptide A small phosphatase 1 (Homo …. AID 493091, 2011. hit rate 0.88% among 340,000. Recombinant Scp1, phosphopeptide, malachite green phosphate absorbance. inhibition, % at 20 µM;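 active = inhibition above about 50% at 20 µM, limit read from the data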;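 note: plate controls were DMSO wells with enzyme for no effect and wells lacking enzyme for full effect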
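Test system: SCP-1 catalytic domain; Buffer or medium: Acidic Tris acetate buffer with magnesium and detergent; Also added: Phosphorylated 17-residue peptide substrate; Compound: single 20 µM dose, 1% DMSO; Schedule: enzyme reaction 45 min at room temperature, colour 5 min, stabilisation 30 min; Signal: Phosphate-binding colour reagent, absorbance read at 630 nm.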
DNMT1 block = human DNMT1 methyltransferase inhibitors, primary screen, biochemical, molecular beacon, fluorescence, HinP1I cleavage, uHTS | DNA (cytosine-5)-methyltransferase 1 (Homo sapiens), P26358 | inhibition (reported as % activation of signal), % at 10 µM | hit rate 0.83% among 360,000 | AID 588458, 2011; in the data active = inhibition above about 50%
bovine MsrA act = bovine MsrA enzyme activators, primary screen, biochemical, absorbance, HTS. Methionine sulfoxide reductase A (Bos taurus). purified bovine MsrA, absorbance read-out. activation, % at 10.6 µM. hit rate 0.3% among 360,000. AID 602163, 2012; in the data active = activation above about 7.5%;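 note: 0% = vehicle and 100% = reference activator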
* marks the source's active call; other numbers are inactive results.

How did NC(=O)c1cc([N+](=O)[O-])ccc1NCCN1C(=O)c2ccc(C(=O)O)cc2C1=O do in these assays?
SUMO1 PPI mod: -12; eLon inh: -11; STEP block: 2; NRP1-CendR mod: -6; TbMetRS inhib: -2.7; MsrA inh: 0.9; LMPTP inh: 0.2; Scp1 inh: 1; DNMT1 block: 3; bovine MsrA act: -17

Results for CCOC(=O)c1sc(=S)n(C)c1N ?
SUMO1 PPI mod: -7; eLon inh: 3; STEP block: 6; NRP1-CendR mod: -12; TbMetRS inhib: 0.1; MsrA inh: 3.7; LMPTP inh: -0.1; Scp1 inh: -4; DNMT1 block: 3; bovine MsrA act: 0

Results for O=C(C1CC(=O)N(C2CCCCC2)C1)N1CCc2ccccc21 (stereo not drawn) ?
SUMO1 PPI mod: 0; eLon inh: -7; STEP block: 0; NRP1-CendR mod: -10; TbMetRS inhib: 0.1; MsrA inh: 2.1; LMPTP inh: -1.3; Scp1 inh: -1; DNMT1 block: 5; bovine MsrA act: -6

What do the screens show for `COC(=O)C(C)NC(=O)CNS(=O)(=O)c1ccc(F)cc1` (stereo not drawn)?
SUMO1 PPI mod: -1; eLon inh: -4; STEP block: 0; NRP1-CendR mod: -2; TbMetRS inhib: -1.1; MsrA inh: -1.1; LMPTP inh: -0.7; Scp1 inh: 3; DNMT1 block: 0; bovine MsrA act: -10

What do the screens show for `COc1ccc(/C=N/n2c(SC)nnc(C(C)(C)C)c2=O)c(OC)c1`?
SUMO1 PPI mod: 7; eLon inh: -8; STEP block: 2; NRP1-CendR mod: -4; TbMetRS inhib: -1.1; MsrA inh: 0.6; LMPTP inh: 0.2; Scp1 inh: -1; DNMT1 block: 2; bovine MsrA act: -8

Results for Cc1cc(=O)oc(C)c1C(=O)N1CCN(C(c2ccccc2)c2ccccc2)CC1 ?
SUMO1 PPI mod: -1; eLon inh: -1; STEP block: 3; NRP1-CendR mod: 22; TbMetRS inhib: 0.1; MsrA inh: -1.3; LMPTP inh: 0.3; Scp1 inh: 6; DNMT1 block: -3; bovine MsrA act: 0

Results for CN(CCCC(=O)O)S(=O)(=O)c1ccc2c(c1)C(=O)c1cc(S(=O)(=O)N(C)CCCC(=O)O)ccc1-2 ?
SUMO1 PPI mod: -11; eLon inh: -3; STEP block: 2; NRP1-CendR mod: -17; TbMetRS inhib: 0.3; MsrA inh: 0.9; LMPTP inh: 2.1; Scp1 inh: -1; DNMT1 block: 3; bovine MsrA act: -2

How did COc1ccccc1N1CCN(Cc2nc(N)nc(Nc3ccc(C)cc3)n2)CC1 do in these assays?
SUMO1 PPI mod: 7; eLon inh: 6; STEP block: -3; NRP1-CendR mod: 1; TbMetRS inhib: -0.1; MsrA inh: -0.5; LMPTP inh: -2.1; Scp1 inh: -6; DNMT1 block: -7; bovine MsrA act: 0

Results for CCCNC(=O)NC(=O)COc1ccc2oc3ccccc3c2c1 ?
SUMO1 PPI mod: -2; eLon inh: -3; STEP block: -2; NRP1-CendR mod: 2; TbMetRS inhib: -0.8; MsrA inh: 1.7; LMPTP inh: -0.6; Scp1 inh: -2; DNMT1 block: 1; bovine MsrA act: -11

What do the screens show for `COc1ccc(C(=O)O)cc1Nc1cc(C)nc2ncnn12`?
SUMO1 PPI mod: 4; eLon inh: 4; STEP block: -1; NRP1-CendR mod: -5; TbMetRS inhib: -0.4; MsrA inh: 1.0; LMPTP inh: -0.8; Scp1 inh: -7; DNMT1 block: 3; bovine MsrA act: -1

What do the screens show for `CCCNC(=O)c1cn(CC)c2cc(N3CCN(C)CC3)c(F)cc2c1=O`?
SUMO1 PPI mod: 0; eLon inh: 4; STEP block: 5; NRP1-CendR mod: 4; TbMetRS inhib: -1.5; MsrA inh: 0.2; LMPTP inh: 1.2; Scp1 inh: -9; DNMT1 block: -1; bovine MsrA act: -4

What do the screens show for `CC(=O)NCCC(=O)N1CCCC(C(=O)c2ccc3c4c(cccc24)CC3)C1` (stereo not drawn)?
SUMO1 PPI mod: -21; eLon inh: -9; STEP block: 3; NRP1-CendR mod: 2; TbMetRS inhib: 0.6; MsrA inh: 2.9; LMPTP inh: -0.3; Scp1 inh: -13; DNMT1 block: -3; bovine MsrA act: -1

What do the screens show for `Cc1cc(C)n2nc(C(=O)OCC(=O)Nc3ccc(F)cc3F)nc2n1`?
SUMO1 PPI mod: -1; eLon inh: -10; STEP block: -5; NRP1-CendR mod: -2; TbMetRS inhib: -0.2; MsrA inh: 0.8; LMPTP inh: -1.1; Scp1 inh: -2; DNMT1 block: -4; bovine MsrA act: -4

What do the screens show for `Cc1cccc(/C(N)=N/OC(=O)N2CCOCC2)c1`?
SUMO1 PPI mod: -2; eLon inh: -1; STEP block: -1; NRP1-CendR mod: 2; TbMetRS inhib: -1.4; MsrA inh: 1.9; LMPTP inh: 0.5; Scp1 inh: -1; DNMT1 block: 3; bovine MsrA act: -3

What do the screens show for `O=C(COC(=O)CCNS(=O)(=O)c1ccc(Cl)cc1)NCc1ccccc1`?
SUMO1 PPI mod: 0; eLon inh: 8; STEP block: 0; NRP1-CendR mod: -10; TbMetRS inhib: -0.3; MsrA inh: -0.6; LMPTP inh: 0.0; DNMT1 block: 7; bovine MsrA act: -3

Random excerpt: 2 entries already listed, in no set order.
Results for CCOC(=O)c1sc(=S)n(C)c1N ?
SUMO1 PPI mod: -7; eLon inh: 3; STEP block: 6; NRP1-CendR mod: -12; TbMetRS inhib: 0.1; MsrA inh: 3.7; LMPTP inh: -0.1; Scp1 inh: -4; DNMT1 block: 3; bovine MsrA act: 0

What do the screens show for `COc1ccc(/C=N/n2c(SC)nnc(C(C)(C)C)c2=O)c(OC)c1`?
SUMO1 PPI mod: 7; eLon inh: -8; STEP block: 2; NRP1-CendR mod: -4; TbMetRS inhib: -1.1; MsrA inh: 0.6; LMPTP inh: 0.2; Scp1 inh: -1; DNMT1 block: 2; bovine MsrA act: -8

(continued)
What do the screens show for `Cc1cccc(C(=O)O)c1O`?
SUMO1 PPI mod: 4; eLon inh: -7; STEP block: -2; NRP1-CendR mod: -12; TbMetRS inhib: 0.0; MsrA inh: 0.3; LMPTP inh: -0.7; DNMT1 block: -1; bovine MsrA act: -4

How did CCCN(C(=O)COC(=O)C12CCC(=O)N1c1ccccc1S2)c1c(N)n(Cc2ccccc2)c(=O)[nH]c1=O (stereo not drawn) do in these assays?
SUMO1 PPI mod: 5; eLon inh: 5; STEP block: 1; NRP1-CendR mod: -7; TbMetRS inhib: -0.5; MsrA inh: 0.6; LMPTP inh: -0.7; Scp1 inh: 1; DNMT1 block: 0; bovine MsrA act: -2

What do the screens show for `CC(C(=O)NC1CCCC1)n1c(-c2ccncc2)nc2ccccc21` (stereo not drawn)?
SUMO1 PPI mod: -6; NRP1-CendR mod: 14; TbMetRS inhib: -0.7; MsrA inh: -0.1; LMPTP inh: 0.6

Results for NC(=O)CSc1ccc(F)cc1 ?
SUMO1 PPI mod: -1; eLon inh: 2; STEP block: -1; NRP1-CendR mod: -5; TbMetRS inhib: -0.7; MsrA inh: -0.1; LMPTP inh: 0.3; Scp1 inh: 2; DNMT1 block: -2; bovine MsrA act: 7

Results for COc1ccc(-c2cc(C(=O)Nc3ccc(C(N)=O)cc3)c3ccccc3n2)cc1 ?
SUMO1 PPI mod: -6; eLon inh: 0; STEP block: 0; NRP1-CendR mod: -13; TbMetRS inhib: -0.4; MsrA inh: 0.0; LMPTP inh: 4.1; Scp1 inh: -3; DNMT1 block: -9; bovine MsrA act: -4

Results for CN1CCN(C(=O)/C=C/c2c(F)cccc2Cl)CC1 ?
SUMO1 PPI mod: 4; eLon inh: -1; STEP block: 2; NRP1-CendR mod: -13; TbMetRS inhib: -0.3; MsrA inh: -0.6; LMPTP inh: -2.3; Scp1 inh: -2; DNMT1 block: -1; bovine MsrA act: -3

Results for Cc1cc(C)nc(SCC(=O)N/N=C/C=C/c2ccccc2)n1 ?
SUMO1 PPI mod: -15; eLon inh: 2; STEP block: 1; NRP1-CendR mod: -2; TbMetRS inhib: -0.2; MsrA inh: 2.2; LMPTP inh: -1.5; Scp1 inh: -1; DNMT1 block: -2; bovine MsrA act: 1

How did C[N+](C)(C)CCCCCCCCCC[N+](C)(C)C do in these assays?
SUMO1 PPI mod: -1; eLon inh: -5; STEP block: -1; NRP1-CendR mod: -5; TbMetRS inhib: -2.2; MsrA inh: 0.9; LMPTP inh: 1.5; Scp1 inh: -11; DNMT1 block: 0; bovine MsrA act: -11

What do the screens show for `COc1ccc(CNS(=O)(=O)c2ccc3c(c2)N(C(C)=O)CCO3)cc1`?
SUMO1 PPI mod: 4; eLon inh: -2; STEP block: -2; NRP1-CendR mod: 4; TbMetRS inhib: 0.0; MsrA inh: 0.6; LMPTP inh: -1.2; Scp1 inh: 1; DNMT1 block: 3; bovine MsrA act: -2

What do the screens show for `CCN(CCC#N)c1ccc(N2C(=O)CCCC2=O)cc1[N+](=O)[O-]`?
SUMO1 PPI mod: -15; eLon inh: 2; STEP block: -4; NRP1-CendR mod: -4; TbMetRS inhib: -0.7; MsrA inh: 1.7; LMPTP inh: -0.2; Scp1 inh: -4; DNMT1 block: 0; bovine MsrA act: -3

How did Cc1c(NC(=O)C23CC4CC(CC(Br)(C4)C2)C3)c(=O)n(-c2ccccc2)n1C do in these assays?
SUMO1 PPI mod: 5; eLon inh: 2; STEP block: 1; NRP1-CendR mod: 17; TbMetRS inhib: 0.1; MsrA inh: -1.6; LMPTP inh: -0.9; Scp1 inh: -7; DNMT1 block: 0; bovine MsrA act: 2

Bioassay records from PubChem BioAssay.

The order is random, and some 4.3% of all compounds hit somewhere here.
